High-throughput results (PubChem BioAssay)
CXXC DNA block = inhibitors of human MLL CXXC domain-DNA interaction | Q03164 | MLL-CXXC / FITC-HOXA9 DNA fluorescence polarization | Potency, µM (titrated, usually from 115 µM), for the others: top-dose activity change, negative = inhibition, most hits filed as inhibitors | 0.037% of 290,000 active | AID 2662; active = well fitted inhibition curve with a large enough effect in the polarisation, with a control signal flat, not every such curve was filed as active; inconclusive = small, poorly fitted or top-dose-only effect, or effect the other way, or a change in a side signal; inactive = no such curve, though single readings can be large or run the other way; the % refers to the polarisation; note: potency is the fitted concentration of half-maximal effect
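Purified MLL-CXXC (added from a 7 uM solution) was preincubated 5 min at ambient with pinned compounds in 50 mM Tris-HCl pH 7.5, 50 mM NaCl, 1 mM DTT, 0.05% BSA. Fluorescein-labeled HOX-A9 DNA (50 nM solution) followed, 30 min, then polarization read.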
a7 integrin act = activates integrin-mediated alleviation for muscular dystrophy; Potency, µM (series often up to 38.3 µM), for inactives: at the highest dose activation, hits mostly activators; 0.064% of 350,000 active; alpha7betagal myoblasts, beta-gal FDG fluorescence, 48 h;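 note: potency is the fitted concentration of half-maximal effect; 100% = response of the positive control SU9516; nearly all actives have a fitted effect of over 60% in size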
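alpha7betagal+/- myoblasts (passage 13, 250/well) treated 48 h at 37C with compounds at 1:260 dilution of DMSO stock. Lysed, then beta-galactosidase activity read as FDG fluorescence (ex 480/em 540) after 30 min, with pre-read for autofluorescence.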
GALK inh = inhibitors of human galactokinase; AID 1868; Potency, µM (titrated, usually from 57.5 µM), inactives show at the highest dose activity change, negative = inhibition, usual class: inhibitors; 0.007% of 270,000 active; P51570; Purified GALK, Kinase-Glo residual ATP luminescence; note: potency is the fitted concentration of half-maximal effect; % is set by controls: 0 for no effect and ±100 for the full control effect
Target sequence (P51570 whole entry, looked up): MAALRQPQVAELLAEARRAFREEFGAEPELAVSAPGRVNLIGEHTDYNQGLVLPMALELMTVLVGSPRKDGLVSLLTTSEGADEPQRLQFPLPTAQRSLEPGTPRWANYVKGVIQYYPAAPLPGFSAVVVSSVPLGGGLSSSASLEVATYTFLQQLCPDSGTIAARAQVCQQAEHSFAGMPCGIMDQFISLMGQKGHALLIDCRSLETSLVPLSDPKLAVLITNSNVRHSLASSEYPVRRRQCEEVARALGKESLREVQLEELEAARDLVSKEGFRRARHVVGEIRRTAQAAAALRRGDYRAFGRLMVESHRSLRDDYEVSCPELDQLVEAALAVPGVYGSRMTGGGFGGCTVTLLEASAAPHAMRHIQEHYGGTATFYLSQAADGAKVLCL
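Compounds were pin-transferred into ATP buffer (35 uM final), then GALK plus galactose (5 nM, 100 uM final) was added. After 1 h at room temperature, Kinase-Glo Plus was added and luminescence read after 10 min.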
KCNH2 3.1 inh = blocks the human KCNH2 3.1 channel isoform | 0.95% of 340,000 active | U2OS KCNH2 3.1, thallium flux FluxOr; stronger effect = lower value | activity change, % (tested at about 1.8 µM);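 active = maximum activity change below -70%; inconclusive = maximum activity change from -70% to -50%; inactive = maximum activity change above -50%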;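 note: thallium influx rate constant from kinetic fluorescence after stimulation buffer; % is set by controls: 0 for no effect and ±100 for the full control effect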
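U2OS cells transduced with KCNH2 3.1 mutant virus (1.77 x 10^8 /mL, 4 h), plated overnight at 37 C, loaded 45 min with FluxOr dye plus Red40 quencher. Thallium flux rate constant from kinetic reads after stimulation buffer, normalised to controls.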
AT treatment = potential ataxia-telangiectasia treatments restoring KAP-1 phosphorylation | […] A-T fibroblasts, KAP-1 phosphorylation AlphaLISA; neocarzinostatin DNA damage 30 min before lysis | Potency, µM (highest dose often 57.5 µM), without a hit: at the top dose activation, most hits filed as activators | 0.19% of 320,000 active; note: potency is the fitted concentration of half-maximal effect; % of control where 0% means no effect; nearly all actives have a fitted effect of over 45% in size
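hTERT-immortalized A-T patient fibroblasts ([…]), 500 cells/well in OPTI-MEM, 1% FBS, got compounds for 60 min, then NCS for 30 min at 37C. Lysates were then assayed for phospho-KAP-1 by AlphaLISA (anti-pKAP1 donor, anti-KAP1 acceptor beads), 6 hr at 25C.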
Coupling enz = coupling enzyme interference in Giardia aldolase counter-screen | 0.67% of 290,000 active | activity change, negative = inhibition, % at 58.2 µM, hits read low | coupling enzyme system counterscreen, AmpLite Red fluorescence | AID 2472; in the data active = activity change below about -30%; note: % is set by controls: 0 for no effect and ±100 for the full control effect
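First, compound is pin-transferred into glyceraldehyde-3-phosphate coupling-enzyme reagent at 57.5 uM final and held 10 min at RT. Next, substrate, coupling system and AmpLite Red are added. After 20 min RT, fluorescence (525/598 nm) is read.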
MBNL1 CUG block = inhibitors of human MBNL1 binding to CUG repeat RNA. Q9NR56. TR-FRET MBNL1-His/biotin-(CUG)12 binding, 665/545 ratio. Potency, µM (highest dose often 57.5 µM), inactives show at the highest dose activity change, negative = inhibition, usual class: inhibitors. 0.036% of 280,000 active. AID 2675; active = well fitted inhibition curve with a large enough effect in the signal ratio, with a control signal flat, not every such curve was filed as active; inconclusive = small, poorly fitted or top-dose-only effect, or effect the other way, or a change in a side signal; inactive = no such curve, though single readings can be large or run the other way; the % refers to the signal ratio; note: potency is the fitted concentration of half-maximal effect; % is set by controls: 0 for no effect and ±100 for the full control effect
Target sequence (Q9NR56 whole entry, looked up): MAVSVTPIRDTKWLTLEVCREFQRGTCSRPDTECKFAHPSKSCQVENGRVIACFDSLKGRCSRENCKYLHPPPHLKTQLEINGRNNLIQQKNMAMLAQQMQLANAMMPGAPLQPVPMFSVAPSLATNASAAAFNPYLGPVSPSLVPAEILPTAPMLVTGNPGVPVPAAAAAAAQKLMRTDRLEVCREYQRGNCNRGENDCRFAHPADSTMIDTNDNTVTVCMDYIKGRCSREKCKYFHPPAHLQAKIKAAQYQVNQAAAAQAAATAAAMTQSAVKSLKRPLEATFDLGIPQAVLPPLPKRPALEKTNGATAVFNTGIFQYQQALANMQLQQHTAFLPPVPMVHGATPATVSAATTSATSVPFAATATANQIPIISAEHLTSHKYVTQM
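Ratiometric TR-FRET (665 over 545 nm, excitation 340 nm) tracks disruption of MBNL1-His/biotin-(CUG)12 complex after 60 min at room temperature, with compounds at 92 nM to 58 uM final.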
ASM inhibitor = human S-ASM enzyme inhibition | 0.006% of 340,000 active | placental ASM, HMU-PC fluorogenic substrate, 60 min | Potency, µM (titrated, usually from 57.5 µM), without a hit: top-dose activity change, negative = inhibition, usual class: inhibitors | P17405 | AID 504937; note: potency is the fitted concentration of half-maximal effect
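Human placenta-derived ASM preincubated with compound 10 min at room temperature, then reacted with 9 uM (final) fluorogenic HMU-PC substrate for 60 min at 37 C. Stop solution raises pH to 10; fluorescence read at Ex 386/Em 447 nm.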
TRPV1 ag = human TRPV1 agonism | Q8NER1 | TRPV1-expressing cells, Fluo-8 calcium influx, agonist mode | activation, % at 8.33 µM | 0.19% of 320,000 active; in the data active = activation above about 80%; inconclusive = between about 30% and that limit; note: 0% is about no effect
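Fluo-8 calcium influx in TRPV1-expressing cells, kinetic read (ex 480/em 520 nm). Compound added and read 3 min for agonist activity, followed by capsaicin at EC20 final and 2 min further read for enhancement.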
KCNH2 WT inh = inhibitors of human wildtype KCNH2 potassium channel | U2OS, BacMam KCNH2, thallium flux FluxOr; stronger effect = lower value | AID 720551 | 0.37% of 340,000 active | Q12809 | activity change, % at 1.84 µM;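 active = maximum activity change below -70%; inconclusive = maximum activity change between -70% and -50%; inactive = maximum activity change above -50%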; note: % is set by controls: 0 for no effect and ±100 for the full control effect
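U2OS cells were transduced with wild-type KCNH2 virus (2.03 x 10^8 / mL) for 4 h at room temperature, then cultured overnight at 37 C. Thallium flux was read with FluxOr dye. Rate constants were normalized to DMSO controls.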
An asterisk follows results filed as active; ? = inconclusive; . = no result given; [ ] = dose if it differs, or a comment. Unless noted, calls come from the whole dose curve; as a rule, active = well fitted curve in the direction sought with a large enough effect; inconclusive = small, poorly fitted or top-dose-only effect, or another doubt; inactive = no such curve, though single readings can be large; an effect the other way counts as inactive or inconclusive.

#	molecule	KCNH2 WT inh	ASM inhibitor	GALK inh	TRPV1 ag	MBNL1 CUG block	a7 integrin act	Coupling enz	KCNH2 3.1 inh	CXXC DNA block	AT treatment
1	O=C(COC(=O)c1nsc(Cl)c1Cl)NC1CCCCC1	9	4%	5%	-5	-3%	7%	2	-4	-2%	10%
2	COc1ccc(Cl)cc1NC(=O)C(C)N(C)Cc1ccc(C(F)(F)F)cc1 (stereo not given)	9	-5%	0%	25	-12%	6%	-4	-6	13%	4%
3	CC1Cc2ccccc2N1S(=O)(=O)c1c(N)n(C)c(=O)n(C)c1=O (stereo not given)	1	0%	0%	-3	0%	1%	5	5	23%	-7%
4	CC(c1nnc(SCC(=O)c2c(N)n(C3CC3)c(=O)[nH]c2=O)n1-c1ccc(F)cc1)N(C)C (stereo not given)	-6	0%	.	-1	.	-7%	.	10	.	-19%
5	CCCCCc1nc2sc3c(c2c(=O)n1NC(=O)c1ccc([N+](=O)[O-])cc1)CC(C)(C)OC3	-1	-20%	-2%	1	24%	-18%	5	-22	0%	-3%
6	COc1ccccc1N=C1SC(C(=O)Nc2ccc(F)cc2)CC(=O)N1C (stereo not given)	-11	2%	-4%	1	-1%	20%	0	-2	4%	3%
7	CCOC(=O)c1c(N)sc(C(=O)N2CCCC(C(N)=O)C2)c1C (stereo not given)	-11	-1%	.	.	.	4%	.	4	.	.
8	CC(NC(=O)OC(C)(C)C)C(=O)N1CCCC1C(=O)NC(Cc1ccccc1)C(N)=O (stereo not given)	-8	5%	3%	-1	?	-11%	1	-27	-3%	8%
9	C[C@H](CO)N1C[C@H](C)[C@@H](CN(C)CC2CCCCC2)Oc2c(NS(=O)(=O)c3ccccc3)cccc2C1=O	4	-3%	.	.	.	7%	.	19	.	8%
10	CCN(CC)c1ccc(NC(=O)C2CCCN(S(=O)(=O)c3cnc[nH]3)C2)c(C)c1 (stereo not given)	-8	7%	1%	0	-6%	23%	-6	0	3%	1%
11	CCOC(=O)C1CCN(CC(=O)Nc2c(C(=O)OC)[nH]c3cccc(C)c23)CC1	15	-7%	0%	12	-1%	5%	-1	14	-17%	5%
12	COc1ccc(/C=C(/NC(=O)c2ccccc2)C(=O)N2CCCC2)cc1OC	5	2%	0%	0	3%	5%	3	-7	35%[activator]	-4%
13	COc1ccc(CCN2C(=S)N(c3ccccc3)C(=O)C2CC(=O)O)cc1OC (stereo not given)	-5	7%	-1%	-2	-3%	?	0	9	17%	3%
14	O=C(NC(=S)Nc1ccccc1)c1cc([N+](=O)[O-])ccc1N1CCOCC1	-15	-3%	1%	0	?	0%	-1	.	-7%	10%
15	C[C@H](NC(=O)c1[nH]cnc1C(=O)Nc1ccc(CNC(=O)OC(C)(C)C)cc1)C(=O)OC(C)(C)C	-7	-12%	-1%	10	-15%	-43%	-6	-21	-2%	18%
16	CC(=O)N1c2ccc(S(=O)(=O)NCCC(=O)Nc3ccc(OC(F)(F)F)cc3)cc2CC1C (stereo not given)	18	-2%	10%	14	-12%	-32%	-1	-2	-5%	5%
17	Cc1cccc(C)c1NC(=O)COC(=O)[C@@H]1CCCN1C(=O)c1cccs1	-1	-1%	.	.	.	-32%	.	-2	.	-3%
18	COc1ccc(NS(=O)(=O)c2cccc(C(=O)NCC3(N(C)C)CCCCC3)c2)cc1	18	-1%	.	-4	.	3%	.	-21	.	1%
19	O=C(COC(=O)c1ccc[nH]c1=O)NCCc1ccc(F)cc1	-3	-1%	4%	-1	0%	-4%	3	19	-11%	3%
20	CN(c1ccccc1)S(=O)(=O)CS(=O)(=O)N(C)c1ccccc1	3	3%	.	.	.	4%	.	-5	.	.
21	N/C(=N\OC(=O)Cc1ccccc1)c1ccccn1	-6	3%	-2%	-1	-4%	8%	-1	9	-13%	-1%
22	Cc1ccc(NC(=O)C(C)OC(=O)C2CC3CCCC(C2)C3=O)cc1S(=O)(=O)N1CCOCC1 (stereo not given)	-6	-1%	.	.	.	4%	.	2	.	.
23	CCC(NC(=O)Nn1cnnc1)(C(F)(F)F)C(F)(F)F	-30	-1%	0%	2	8%	16%	0	6	2%	1%
24	CCCCn1c(N)c(N(CCOC)C(=O)c2ccc(Cl)c(S(=O)(=O)N3CCCC3)c2)c(=O)[nH]c1=O	6	8%	-5%	2	3%	?	.	.	7%	10%
25	NC(=O)C1CCN(c2ccc(S(=O)(=O)N3CCCCC3)cc2[N+](=O)[O-])CC1	-4	-10%	.	.	.	-3%	.	-10	.	0%
26	O=C(NC(=S)NC1CCSC1=O)c1ccccc1F (stereo not given)	7	-1%	0%	4	-18%	-13%	-2	2	3%	8%
27	O=C(COc1ccccc1)N1CCN(C(=O)c2cccc(F)c2)CC1	-5	6%	2%	1	2%	3%	-2	3	-4%	5%
28	O=C(Nc1ccc([N+](=O)[O-])cn1)C1CC2CCC1C2 (stereo not given)	3	-1%	2%	8	?	-32%	2	-7	3%	-23%
29	COC(=O)c1ccc(Cl)c(NC(=O)Cc2ccccc2[N+](=O)[O-])c1	-2	1%	2%	9	-5%	2%	0	2	5%	2%
30	O=C(CSc1nnc(Cn2nnc3ccccc32)o1)Nc1ccc(Cl)cc1	-12	3%	-3%	1	-3%	9%	1	4	-6%	9%
31	CCCN1CCC(NC(=O)C2CC=CCC2C(=O)O)CC1 (stereo not given)	4	2%	-9%	-6	-2%	-30%	.	-10	6%	-14%
32	CC(Sc1nc(N)c2c3c(sc2n1)CSC(C)(C)C3)C(=O)Nc1ccccc1 (stereo not given)	-1	14%	-1%	28	2%	-41%	-1	-33	17%	0%
33	COc1cccc2c1OCC/C2=N\NC(=O)COc1ccc(C)cc1	6	6%	.	-4	4%[11.5 µM]	25%	3	14	-5%	3%
34	O=C(CCCn1ncn2c(cc3occc32)c1=O)N1CCc2ccccc2C1	-1	-2%	1%	2	14%	-30%	4	-20	-2%	-1%
35	CCOC(=O)c1ccc(-n2c(C)ccc2C)cc1	-3	1%	0%	-2	2%	-2%	3	.	6%	0%
36	OCCC1CN(Cc2ccc3nsnc3c2)CCN1C1CCCC1 (stereo not given)	9	0%	5%	-2	?	13%	1	0	5%	3%
37	O=C(CSc1nc2cccnc2n1Cc1ccccc1)N1CCCC1	6	3%	-4%	?	-6%	-33%	1	-3	5%	5%
38	CCCCNC(=O)C1Cc2cc(S(=O)(=O)N3CCCC3)ccc2N1C(C)=O (stereo not given)	-9	1%	2%	2	0%	41%	.	4	1%	6%
39	CC1(C)CC(=O)C2=C(C1)OC(N)=C(C#N)C2c1cn(-c2ccccc2)nc1-c1ccc(F)cc1 (stereo not given)	19	-14%	0%	19	-5%	-25%	2	5	?	6%
40	Oc1ccc(-c2[nH]ncc2-c2ccc(Br)cc2)c(O)c1	-3	-7%	1%	4	-1%	11%	1	-16	10%	4%
41	NC(=O)c1nsc(C(=O)N(CC(=O)NC2CCCCC2)Cc2ccc(F)cc2)c1N	1	58%[activator]	-5%	3	13%	9%	2	7	6%	6%
42	CC(NC(=O)COC(=O)CNS(=O)(=O)/C=C/c1ccccc1)c1ccccc1 (stereo not given)	-3	4%	.	1	.	25%	.	-17	.	-2%
43	CCCCNc1c(-c2ccc(OC)c(Sc3ccc(OC)cc3)c2)nc2ccccn12	.	397%[activator]	.	27	.	-43%	.	.	.	16%
44	CCCN(CC(=O)Nc1ccccc1C)C(=O)COc1ccc2c(c1)CCC2	1	-4%	4%	?	-4%	-5%	.	-10	-8%	1%
45	O=C(Nc1cc(S(=O)(=O)N2CCCCC2)ccc1Cl)c1ccncc1	21	4%	.	4	.	?	.	5	.	-8%
46	Oc1ccccc1N1CCN(CC(O)COC2CCCc3ccccc32)CC1 (stereo not given)	31	-6%	.	-1	-4%	-1%	-2	-5	7%	.
47	Cc1ccc(C(=O)Nc2ccc(S(=O)(=O)Nc3cnc4ccccc4n3)cc2)cc1	0	40%	11%	1	-6%	-18%	9	-9	14%	3%
48	CC(Oc1ccc(Cl)cc1)/C(N)=N/O (stereo not given)	-7	5%	-1%	0	-13%	3%	1	2	5%	-7%
49	CC(CNS(=O)(=O)c1ccccc1)(c1ccccc1)N1CCCCC1 (stereo not given)	-3	1%	3%	6	-3%	5%	1	-6	-11%	3%
50	O=C(NCCc1ccccc1)c1cccc(NC(=O)C2CCC2)c1	0	2%	.	.	.	0%	.	3	.	.
51	CCNC(=S)N(CCN(C)C)Cc1cc2cc3c(cc2[nH]c1=O)OCO3	-5	25%	5%	-5	9%	-28%	2	-5	-10%	2%
